Assay outcomes from PubChem BioAssay.
PLAP inhibition: PLAP enzyme inhibitors, biochemical, luminescence, HTS (AID 690). purified PLAP, luminescent substrate; higher % means a stronger effect. inhibition, % at 20 µM, or IC50 in µM where a hit was titrated. hit rate 0.08% among 96,000; in the data active means a potency from the dose series; inactive means the rest, 99 in 100 with inhibition below about 30%; further: strong numbers were not always called active
NFkB transloc inh: blocks IL-1B driven NFkB nuclear translocation in HUVEC cells. HUVEC IL-1B NFkB p65 nuclear translocation imaging. inhibition, % at 2 µM. AID 796. hit rate 0.43% among 94,000;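 active means inhibition above about 30% together with a positive call from visual inspection of the well image, limit read from the data; inconclusive means inhibition above a set limit but visual check negative; inactive means inhibition not above a set limit, visual check negative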;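 further: nuclear over cytoplasmic p65 intensity ratio measured by imaging; 0% = IL-1B stimulated DMSO wells and 100% = unstimulated DMSO wells; values of inactives mirror those of a sister screen read the other way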
IL1B NFkB pot: enhances IL-1B driven NFkB nuclear translocation. HUVEC IL-1B NFkB p65 nuclear translocation imaging. activation, % at 2 µM. hit rate 0.3% among 94,000;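 active means activation above 40%, about the mean plus 3 SD, also judged a hit on visual image review; inconclusive means activation above 40% but not a hit on visual review; inactive means activation not above 40% and no visual hit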;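 further: percent activation is computed from the nuclear over cytoplasmic p65 intensity ratio; values of inactives mirror those of a sister screen read the other way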
MRP reversal: reverses drug resistance mediated by MRP | hit rate 0.04% among 85,000 | H69AR cells + 2 uM doxorubicin, CellTiter-Glo, 72 h | differential viability (reversal), % at 10 µM;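 active means viability drop by adding the cancer drug above about 55%, with treated viability meeting a 40% cutoff, limit read from the data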;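 further: viability without doxorubicin minus viability with 2 µM doxorubicin for each compound; larger differential means the compound sensitizes cells more to doxorubicin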
Bcl-B displacement: displacers of TR3 peptide from Bcl-B, primary screen, selectivity assay for Bfl-1 inhibitor project, biochemical, fluorescence polarization. AID 748. FP displacement of FITC-TR3 peptide from Bcl-B; higher % means a stronger effect. displacement, % at 20 µM, or IC50 in µM where a hit was titrated. hit rate 0.11% among 96,000;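 active means displacement above 50% at 20 µM plus a fluorescence interference ratio under 1.5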;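 further: plate controls were wells without compound for no effect and wells lacking Bcl-B protein for full effect; a part of the inactive calls stands beside numbers as strong as those of hits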
MRP reversal cytotoxicity: further read-out of MRP reversal, marked with its call; viability, %; H69AR cells, CellTiter-Glo, 72 h; measured here: cytotoxicity without doxorubicin
MRP reversal with doxorubicin: further read-out of MRP reversal, marked with its call; viability, %; measured here: viability with 2 uM doxorubicin; stronger effect = lower value
NFkB transloc inh cell count 2 µM: also measured in NFkB transloc inh; calls as there; cell count; measured here: cells passing quality filter;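 raw number of nuclei counted in each imaged well without normalization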
IL1B NFkB pot cell count 2 µM: also measured in IL1B NFkB pot; calls as there; cell count; measured here: cells passing quality filter
An asterisk follows results filed as active; ? = inconclusive; . = not tested or not shown. These rows are one share of the data, so the mix of outcomes need not match the whole.

SMILES	PLAP inhibition	NFkB transloc inh	NFkB transloc inh cell count 2 µM	IL1B NFkB pot	IL1B NFkB pot cell count 2 µM	MRP reversal	MRP reversal cytotoxicity	MRP reversal with doxorubicin	Bcl-B displacement
COc1ccc(Nc2nc(-c3sc(NC(C)=O)nc3C)cs2)cc1	-60%	-7	175	7	175	-38	13	51	-98%
N#Cc1c(NC(=O)CCC(=O)O)sc2c1CCCC2	3%	-1	170	1	170	1	98	97	-3%
CCCC(=O)NC(Nc1cc(C(F)(F)F)ccc1Cl)C(Cl)(Cl)Cl (stereo not given)	4%	5	142	-5	142	.	.	.	5%
CC1CN(C(=O)Cn2cnc3c2c(=O)n(C)c(=O)n3C)CC(C)O1 (stereo not given)	14%	-18	150	18	150	1	100	99	-4%
Cc1ccc(S(=O)(=O)N2CCOCC2)cc1C(=O)Nc1c(C)n(C)n(-c2ccccc2)c1=O	-5%	-9	142	9	142	-1	91	93	-3%
COc1ccc([N+](=O)[O-])cc1NC(=O)CC(C)c1ccccc1 (stereo not given)	11%	4	131	-4	131	.	.	.	1%
COc1ccc(CNC(=O)CSc2nnnn2Cc2ccccc2)cc1	30%	-6	108	6	108	-40	48	89	6%
COc1ccc(OC)c(Nc2nc(-c3cccs3)cs2)c1	23%	-4	152	4	152	4	68	64	-7%
Cc1csc(NC(=O)c2cc3c(s2)CCCC3)n1	-15%	4	177	-4	177	14	65	50	-18%
CCOc1ccc(CCNC(=O)C(CC)n2nc(C)n3c(cc4sccc43)c2=O)cc1OCC (stereo not given)	-60%	3	212	-3	212	-8	75	83	-4%
NC(=O)CN1CCOCCOCCN(CC(N)=O)CCOCC1	-88%	-13	68	13	68	17	109	93	9%
Nc1ccc(C(=O)Nc2ccccc2C(=O)O)cc1	5%	-2	116	2	116	7	100	93	-25%
COc1ccc(CNC(=O)CCn2cccc2)cc1	-5%	2	65	-2	65	-1	99	100	-3%
C/C(=C\C(=O)N1CCc2ccccc21)C(=O)O	8%	14	116	-14	116	.	.	.	7%
CC(C)C(c1nnnn1Cc1ccccc1)N(CCCO)Cc1cc2cc3c(cc2[nH]c1=O)OCO3 (stereo not given)	-40%	-4	197	5	197	-6	58	64	21%
COc1ccc(OC)c(C(c2nnnn2C(C)(C)C)N2CCc3ccccc3C2)c1 (stereo not given)	-57%	-51	108	?	.	14	91	77	-18%
CCC(C)c1ccc(O)c(N)c1 (stereo not given)	-2%	4	142	-4	142	3	83	80	-20%
Cc1ccc(OCCn2c(C)c(/C=N/n3cnnc3)c3ccccc32)cc1	-9%	-14	174	14	174	.	.	.	-1%
CN1C(=O)N(C)C2CC1N(C)C(=O)N2C	-3%	-2	129	2	129	-3	100	103	-4%
O=C(NCCc1ccccc1)C1CCCN1S(=O)(=O)c1ccc(F)cc1 (stereo not given)	.	-4	114	3	114	7	87	80	.
CC(=O)N1CCCc2cc(S(=O)(=O)CCC(=O)N3CCN(c4ccccc4)CC3)ccc21	-60%	-14	160	14	160	7	87	80	20%
O=C(Oc1ccc2ccc(OC(=O)N3CCOCC3)cc2c1)N1CCOCC1	7%	2	181	-2	181	-13	82	95	-7%
CCOC(=O)c1c(-c2ccc(OC)cc2)nc2nonc2c1N	.	1	132	-1	132	1	87	86	.
Cn1ccnc1SCC(=O)Nc1cc(C(F)(F)F)ccc1N1CCOCC1	-7%	-16	204	16	204	.	.	.	0%
CN1CCN(C2=C(Cl)C(=O)N(c3ccc(Cl)c(Cl)c3)C2=O)CC1	11%	-50	139	?	.	-13	9	21	16%

Random excerpt: 3 entries already listed
SMILES	PLAP inhibition	NFkB transloc inh	NFkB transloc inh cell count 2 µM	IL1B NFkB pot	IL1B NFkB pot cell count 2 µM	MRP reversal	MRP reversal cytotoxicity	MRP reversal with doxorubicin	Bcl-B displacement
Cc1ccc(S(=O)(=O)N2CCOCC2)cc1C(=O)Nc1c(C)n(C)n(-c2ccccc2)c1=O	-5%	-9	142	9	142	-1	91	93	-3%
CCOc1ccc(CCNC(=O)C(CC)n2nc(C)n3c(cc4sccc43)c2=O)cc1OCC (stereo not given)	-60%	3	212	-3	212	-8	75	83	-4%
O=C(Oc1ccc2ccc(OC(=O)N3CCOCC3)cc2c1)N1CCOCC1	7%	2	181	-2	181	-13	82	95	-7%

Additional entries:
SMILES	PLAP inhibition	NFkB transloc inh	NFkB transloc inh cell count 2 µM	IL1B NFkB pot	IL1B NFkB pot cell count 2 µM	MRP reversal	MRP reversal cytotoxicity	MRP reversal with doxorubicin	Bcl-B displacement
CN1CCCN(C(=O)c2cc(=O)[nH]c3ccccc23)c2nc3ccccc3nc21	-26%	8	200	-8	200	-13	74	87	0%
Cc1ccccc1Cn1cc(NC(=O)COc2ccccc2)cn1	23%	-7	159	7	159	.	.	.	-7%
CC(=O)C1=C(O)C(=O)N(Cc2ccccc2)C1c1ccccc1F (stereo not given)	14%	-1	142	1	142	9	102	93	3%
O=S(=O)(c1cccc(C(F)(F)F)c1)N1CCC(O)(c2cccnc2)CC1	-18%	-2	116	2	116	.	.	.	4%
CC(=O)N(CN1C(=O)c2ccccc2C1=O)c1cccc(C)c1	-20%	-1	116	1	116	11	87	76	1%
C/C(=N/Oc1nc(C)cc(C)n1)c1ccc(F)cc1	-2%	-15	131	15	131	-2	86	88	-11%
CCn1c(=NC(=O)CSC(C)=O)sc2ccccc21	35%	13	53	-13	53	-4	84	88	-6%
CCOC(=O)C(Oc1ccc2c(-c3ccc(OC)cc3)cc(=O)oc2c1C)c1ccccc1 (stereo not given)	-16%	-5	179	5	179	.	.	.	7%
CC(C)c1nc(=S)n(-c2ccccc2)[nH]1	6%	5	117	-5	117	-5	96	101	0%
CCc1ccc2oc(-c3cc(N)cc(C)c3O)nc2c1	3%	-6	135	6	135	-14	23	37	-10%
O=C(NCC1CCN(c2ccc(S(=O)(=O)N3CCOCC3)cc2)CC1)c1cccc(Cl)c1	-77%	10	176	-10	176	19	49	30	9%
CCCNC(=O)c1ccccc1NC(=O)COc1ccc(OC)cc1	-25%	6	149	-6	149	-2	92	94	9%
O=C(Oc1ccc(N(Cc2cccs2)C2=NS(=O)(=O)c3ccccc32)cc1)c1ccccc1Cl	.	-5	168	5	168	4	88	84	.
CC(=O)Nc1ccc(SCC(=O)OCC(=O)NC(=O)NCc2ccco2)cc1	14%	-15	192	15	192	-3	87	90	-16%
CC(=O)Nc1ccc(S(=O)(=O)Nc2nc3ccccc3s2)cc1	-20%	-10	195	10	195	-9	86	94	8%
COc1ccc(S(=O)(=O)N(c2onc(C)c2Cl)S(=O)(=O)c2ccc(OC)cc2)cc1	-3%	.	.	.	.	.	.	.	0%
O=C1c2ccccc2C(=O)N1CCc1csc(-c2cccc(F)c2)n1	14%	1	169	-1	169	.	.	.	0%
CCCOc1ccc(N2CC(C(=O)NC(C)C)CC2=O)cc1 (stereo not given)	-18%	-6	155	6	155	8	92	83	-6%
COC(C(=O)Nc1cccc(F)c1)c1ccccc1 (stereo not given)	-2%	.	.	.	.	-29	58	87	-17%
COCCNS(=O)(=O)c1cc(Br)ccc1OC	13%	-16	144	16	144	11	106	95	0%
Cc1ccc(N2C(=O)CC(N3CCN(C4CCc5ccccc5C4)CC3)C2=O)cc1 (stereo not given)	-36%	5	202	-5	202	15	93	79	8%
Cc1nc(/N=C(\N)Nc2ccccc2)nc2ccccc12	7%	-2	150	2	150	-16	67	82	-2%
CC(C)(C)n1nnnc1C(c1cccnc1)N(Cc1ccccc1)Cc1cccs1 (stereo not given)	7%	-3	138	3	138	-5	7	12	0%
Cn1c(=O)n(C)c2cc(C(=O)c3ccccc3)ccc21	-17%	7	110	-7	110	13	93	80	-1%
O=C(Nc1ncc(Cc2cc(Cl)ccc2Cl)s1)c1ccc([N+](=O)[O-])cc1	7%	-6	149	6	149	.	.	.	-2%
Next section:
SMILES	PLAP inhibition	NFkB transloc inh	NFkB transloc inh cell count 2 µM	IL1B NFkB pot	IL1B NFkB pot cell count 2 µM	MRP reversal	MRP reversal cytotoxicity	MRP reversal with doxorubicin	Bcl-B displacement
O=C(CC(CC(=O)c1ccccc1)C(=O)O)c1ccccc1	-17%	2	50	-2	50	-5	96	101	0%
COc1ccc(S(=O)(=O)N2CCN(Cc3c[nH]c4ccccc34)CC2)cc1	-22%	1	216	-1	216	.	.	.	-6%
Nc1c2c(nc3ccn(-c4ccccc4)c(=O)c13)CCCCC2	-8%	4	105	-4	105	6	78	72	-9%
Cc1ccc(C(=O)CSc2ncnc3sc4c(c23)CCCC4)cc1	-13%	-6	106	5	106	.	.	.	-13%
CCn1c(SCC(=O)Nc2ccc(OC)c(OC)c2)nnc1-c1cccs1	16%	.	.	.	.	-5	95	99	-7%
Cn1c(=O)[nH]c(=O)c2c1nc(N1CCCC1)n2CCCSc1nc2ccccc2o1	-91%	.	.	.	.	-11	95	106	3%
COc1ccccc1-c1c(C)nn2c(C)cc(C)nc12	-6%	.	.	.	.	4	103	99	2%
CNC(=O)CN(c1cccc2ccccc12)S(C)(=O)=O	-23%	5	159	-5	159	17	102	85	-5%
COc1cc([C@@H]2[C@H]3CNCC=C3C(C#N)=C(N)C2(C#N)C#N)ccc1OC(C)C	-63%	-4	137	4	137	-4	63	67	2%
CCOc1ccc2nnc(-c3ccc(Br)cc3)n2n1	.	-2	182	2	182	10	92	83	.
CC(=O)Nc1ccc(NC(=O)C(C)n2nc([N+](=O)[O-])c(Br)c2C)cc1 (stereo not given)	-6%	-6	127	6	127	.	.	.	-6%
Cc1occc1C(=O)Nc1ccccc1NC(=O)c1ccoc1C	.	4	132	-4	132	-15	77	93	.
CCCOc1ccc(/C=C/C(=O)Nc2ccc([N+](=O)[O-])cc2)cc1	22%	9	171	-9	171	.	.	.	-7%
Cc1cc(C(=O)NCCCN2CC(C)CC(C)C2)n(-c2ccccc2)n1 (stereo not given)	-53%	6	184	-6	184	-2	90	92	14%
COC(=O)CSc1nnc(-c2ccc(NS(=O)(=O)c3ccccc3)cc2)o1	-25%	3	115	-3	115	2	101	99	-1%
O=S(=O)(NCC1OCCc2ccccc21)c1ccccc1 (stereo not given)	26%	6	72	-7	72	-18	87	105	1%
COc1cccc(C2CC(c3cccc(OC)c3)n3nc(N)nc3N2)c1 (stereo not given)	0%	.	.	.	.	7	93	86	-2%
CCOC(=O)COc1ccc2c(c1)C(=O)CC(C)(c1cccnc1)O2 (stereo not given)	-21%	3	85	-3	85	.	.	.	1%

Of the compounds above, eight have fluorine:
SMILES	PLAP inhibition	NFkB transloc inh	NFkB transloc inh cell count 2 µM	IL1B NFkB pot	IL1B NFkB pot cell count 2 µM	MRP reversal	MRP reversal cytotoxicity	MRP reversal with doxorubicin	Bcl-B displacement
CCCC(=O)NC(Nc1cc(C(F)(F)F)ccc1Cl)C(Cl)(Cl)Cl (stereo not given)	4%	5	142	-5	142	.	.	.	5%
O=C(NCCc1ccccc1)C1CCCN1S(=O)(=O)c1ccc(F)cc1 (stereo not given)	.	-4	114	3	114	7	87	80	.
Cn1ccnc1SCC(=O)Nc1cc(C(F)(F)F)ccc1N1CCOCC1	-7%	-16	204	16	204	.	.	.	0%
CC(=O)C1=C(O)C(=O)N(Cc2ccccc2)C1c1ccccc1F (stereo not given)	14%	-1	142	1	142	9	102	93	3%
O=S(=O)(c1cccc(C(F)(F)F)c1)N1CCC(O)(c2cccnc2)CC1	-18%	-2	116	2	116	.	.	.	4%
C/C(=N/Oc1nc(C)cc(C)n1)c1ccc(F)cc1	-2%	-15	131	15	131	-2	86	88	-11%
O=C1c2ccccc2C(=O)N1CCc1csc(-c2cccc(F)c2)n1	14%	1	169	-1	169	.	.	.	0%
COC(C(=O)Nc1cccc(F)c1)c1ccccc1 (stereo not given)	-2%	.	.	.	.	-29	58	87	-17%
